Source: PubChem BioAssay
Shn3 3UTR inh: inhibitors of Schnurri-3 3'UTR reporter in osteoblasts. Clone20 osteoblast Shn3 3'UTR firefly luciferase, 24 h. inhibition, % at 12.5 µM. 0.52% of 360,000 active;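 active = mean inhibition of at least 75% with every replicate also reaching 75%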;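 also: 0% = median of neutral control wells and 100% = pilot-screen positive control compound; some compounds past the cut are filed as inactive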
Peg3 prom inh: reduces Peg3 promoter-driven luciferase expression in HeLa; 1.7% of 360,000 active; HeLa PEG-Prom luciferase reporter, luminescence, overnight; AID 588405; inhibition, % at 20 µM;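 active = inhibition of at least 50% at 20 µM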
MITF TRPM1 inh: inhibitors of MITF-driven TRPM1 promoter in melanoma cells | SK-MEL-5 TRPM1 promoter luciferase, 24 h | inhibition, % at 12.5 µM | 0.83% of 330,000 active | AID 488899;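 active = mean inhibition across replicates of 60% or more, whatever share of single replicates reaches that level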; also: values of inactives mirror those of a sister screen read the other way
hiPSC survival: hiPSC single-cell survival enhancement; ATPlite luminescence; 100% = ROCK inhibitor wells, 0% = DMSO; survival enhancement, % at 20 µM; 0.044% of 360,000 active; in the data active = survival enhancement above about 18%;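 also: cells exposed to compounds for 16 hours before the ATP read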
NR2E3 ag-1: agonists of human nuclear receptor NR2E3. inhibition of corepressor binding, % at 4.78 µM. Q9Y5X4. GST-NR2E3/biotin-RetCOR TR-FRET, 1536-well. AID 2300. 0.12% of 320,000 active;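 active = percent inhibition above the cutoff of mean plus 3 SD of all tested compounds, set per screening campaign, cut at about 20% in these data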;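 also: 0% = DMSO wells and 100% = biotin wells as full block of FRET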
Target sequence (Q9Y5X4 whole entry, looked up): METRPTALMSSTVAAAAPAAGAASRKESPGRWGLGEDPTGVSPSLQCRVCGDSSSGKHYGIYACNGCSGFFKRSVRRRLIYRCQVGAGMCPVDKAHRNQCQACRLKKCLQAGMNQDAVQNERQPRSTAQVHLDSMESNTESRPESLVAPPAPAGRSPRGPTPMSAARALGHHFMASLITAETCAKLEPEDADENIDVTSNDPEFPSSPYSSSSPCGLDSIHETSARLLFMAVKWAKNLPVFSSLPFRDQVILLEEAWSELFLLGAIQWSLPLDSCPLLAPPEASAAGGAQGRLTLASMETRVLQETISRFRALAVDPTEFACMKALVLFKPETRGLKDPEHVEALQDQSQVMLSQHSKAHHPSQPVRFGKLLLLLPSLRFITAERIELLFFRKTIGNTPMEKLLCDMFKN
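System: GST-NR2E3 and biotin-RetCOR proteins; probe or stimulus: 7 nM biotin-RetCOR; doses: compound at 4.8 µM, single dose; schedule: Compound–protein incubation for 5 h at 4 °C; detection: time-resolved FRET; read-out: percent inhibition; controls: biotin wells as high control, 0.6% DMSO wells as low control; format: 1536-well plates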
HIF-2a inh: HIF-2a inhibition; 786-0 RCC cells HIF-2a reporter, luciferase luminescence, overnight; 0.72% of 360,000 active; inhibition, % at 18.8 µM;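 active = inhibition of the luminescence signal of 40% or more relative to plate controls, in a single-dose primary screen at 18.75 µM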
C8 TRAIL sens: caspase-8 TRAIL sensitization. NB7+C8 cells + TRAIL, ATPlite viability luminescence. inhibition (viability loss, TRAIL sensitization), % at 10 µM. 1% of 360,000 active. AID 624354;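 active = compounds causing at least 50% loss of cell viability in the single-dose screen, relative to plate controls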
KKLEB tox: CF airway cell cytotoxicity counter-screen | KKLEB CF airway cells viability, ATPlite luminescence, overnight; active compounds read low; cells stimulated with P. aeruginosa culture filtrate | activity change (cytotoxicity), % at 5 µM | 0.36% of 360,000 active | AID 602141;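 active = corrected activity change at or below -50% at 5 µM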
NR2E3 ag-2: human photoreceptor-specific nuclear receptor agonism; CHO-S Gal4-NCOR/VP16-NR2E3 two-hybrid, luciferase; inhibition of corepressor binding, % at 3.98 µM; Q9Y5X4; AID 602229; 0.35% of 360,000 active;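 active = inhibition above the mean of all tested compounds plus 3 SD, cut at about 70% in these data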;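 also: 0% = DMSO with NR2E3 transfected cells and 100% = cells lacking NR2E3 construct; higher means lower luciferase signal from less NR2E3 corepressor binding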
LMP1 NFkB inh: reduces LMP1-driven NF-kappaB luciferase signal; LMP1-induced NF-kappaB luciferase reporter cells, luminescence; inhibition, % at 12.5 µM; 0.69% of 350,000 active; in the data active = inhibition above about 41%;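 also: 0% = neutral control wells and 100% = reference inhibitor control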
CF NFkB inh: inhibitors of cystic fibrosis induced NF-kB; inhibition, % at 5 µM; AID 588850; KKLEB NF-kB-GFP reporter, PAF-induced, GFP fluorescence overnight; 0.86% of 360,000 active;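 active = at least 50% inhibition at 5 µM, scaled per plate between neutral and stimulator controls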;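 also: PAF is a Pseudomonas aeruginosa culture filtrate used as stimulus; plate controls were PAF-stimulated DMSO wells for no effect and unstimulated DMSO wells for full effect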
Active calls of the source: *; . = no result given. The list is partial (hit frequency here may not be typical).

SMILES	Shn3 3UTR inh	Peg3 prom inh	MITF TRPM1 inh	hiPSC survival	NR2E3 ag-1	HIF-2a inh	C8 TRAIL sens	KKLEB tox	NR2E3 ag-2	LMP1 NFkB inh	CF NFkB inh
CC(=O)Nc1ccc(NC(=O)CSc2nccn2Cc2ccc(Cl)cc2)cc1	-3	-3	6	-0.1	1	13	-1	-4	-21	-2	2
Cc1ccc(-c2nc(C3CCCN(S(=O)(=O)c4ccc(C(F)(F)F)cc4)C3)no2)cc1 (stereo unspecified)	1	18	15	-3.7	4	11	-4	5	5	5	0
Cc1nc(N2CCN(S(=O)(=O)c3cccs3)CC2)c2c(-c3ccccc3)c(C)sc2n1	6	-1	.	-1.4	.	15	6	-18	-37	-9	6
CCCN(CCC)CCNC(=O)CN1C(=O)COc2ccc(S(=O)(=O)N3CCOCC3)cc21	7	4	-15	0.0	4	6	-20	0	12	-7	0
CCCOc1ccc(C2/C(=C(/O)c3ccc(F)cc3)C(=O)C(=O)N2CCCN(C)C)cc1 (stereo unspecified)	-7	16	-4	-1.0	3	-2	1	8	-35	2	-4
CC(=O)N1c2ccc(S(=O)(=O)NCCC(=O)NCc3ccc(F)cc3)cc2CC1C (stereo unspecified)	-7	19	5	0.0	3	10	4	0	3	6	0
Cc1onc(-c2ccccc2Cl)c1C(=O)NNC(=O)c1cccc(F)c1	-1	0	-2	0.2	-1	11	4	-4	-15	0	5
Cc1ccc(C2(C(F)(F)F)N=C3Sc4cc(C)cc(C)c4N3C(=O)N2)cc1 (stereo unspecified)	-13	-24	14	-0.8	-3	-34	1	3	-3	-17	12
C/C(=N\NC(=O)c1cc2ccccc2cc1O)c1ccc(C)o1	-12	-205	2	-0.4	-3	-161	34	9	-20	-6	-18
O=C1CN(C(=O)c2ccc(Cl)c(S(=O)(=O)N3CCc4ccccc43)c2)c2ccccc2N1	25	31	27	-0.2	0	-17	19	-12	3	-13	5
Cc1ccc(N/C=C/C(=O)c2cccs2)cc1C	25	-89	-1	-2.3	1	-80	78*	-38	-141	-2	-17
CCOC(=O)CN1C(=O)S/C(=C/c2cccc([N+](=O)[O-])c2O)C1=O	10	-7	-10	-3.3	3	-41	-2	12	-4	-12	-4
CCN1CCN(CCn2c(=S)[nH]c3cc4c(cc3c2=O)OCO4)CC1	-7	-7	7	-1.8	-4	11	-20	-9	5	-24	4
CCOc1ccc(CN2C(=O)c3ccccc3C2C(=O)NC(C)CC)cc1OC (stereo unspecified)	-11	13	-11	0.0	1	12	8	9	-3	1	-27
CCOC(=O)c1sc(=NC(=O)c2ccc(C)c(C)c2)n(C)c1C	-69	-267	-74	1.5	3	-260	8	6	-74	-42	-1
O=C(c1ccccc1)N1CCN(Cc2cccc(Oc3ccccc3)c2)CC1	0	19	1	1.3	1	14	-9	3	14	8	2
COc1cc2c(cc1OC)CN(c1ccc([N+](=O)[O-])cc1Cl)CC2	-5	-23	-6	-1.3	3	-17	8	2	-3	0	10
Nc1nnc(Cc2ccc(Cl)cc2Cl)s1	5	10	-13	5.4	-2	12	-5	2	-25	-2	5
O=C1[C@H]2CCCC[C@H]2C(=O)N1CCCCN1CCN(c2nsc3ccccc23)CC1	-4	2	1	-2.6	-1	-14	3	8	11	62*	-14
CCOc1ccc(-c2c(C(=O)N/N=C/c3ccncc3)nnn2-c2nonc2N)cc1	4	4	13	-0.1	3	5	18	1	-28	-9	-14

A second format for some results above:
| SMILES | Shn3 3UTR inh | Peg3 prom inh | MITF TRPM1 inh | hiPSC survival | NR2E3 ag-1 | HIF-2a inh | C8 TRAIL sens | KKLEB tox | NR2E3 ag-2 | LMP1 NFkB inh | CF NFkB inh |
| --- | --- | --- | --- | --- | --- | --- | --- | --- | --- | --- | --- |
| CCN1CCN(CCn2c(=S)[nH]c3cc4c(cc3c2=O)OCO4)CC1 | -7 | -7 | 7 | -1.8 | -4 | 11 | -20 | -9 | 5 | -24 | 4 |
| O=C(c1ccccc1)N1CCN(Cc2cccc(Oc3ccccc3)c2)CC1 | 0 | 19 | 1 | 1.3 | 1 | 14 | -9 | 3 | 14 | 8 | 2 |
| CC(=O)Nc1ccc(NC(=O)CSc2nccn2Cc2ccc(Cl)cc2)cc1 | -3 | -3 | 6 | -0.1 | 1 | 13 | -1 | -4 | -21 | -2 | 2 |

Additional results:
SMILES	Shn3 3UTR inh	Peg3 prom inh	MITF TRPM1 inh	hiPSC survival	NR2E3 ag-1	HIF-2a inh	C8 TRAIL sens	KKLEB tox	NR2E3 ag-2	LMP1 NFkB inh	CF NFkB inh
CN(C)C(=O)c1ccc(NC(=O)COC(=O)c2cc3c(s2)CCCCC3)cc1	7	-38	11	-0.8	2	-3	8	-6	2	-10	24
COC(=O)CNC(=O)C(C)NC(=O)CNC(=O)OCc1ccccc1 (stereo unspecified)	-3	4	-7	5.4	2	4	3	0	-5	0	-9
O=C(CCC1CCCC1)N1CCN(C(=O)C2CC2)CC1	-24	-3	0	0.0	2	13	11	-2	-22	-1	-6
CC(C)(C)NC(=S)Nc1ccc(Br)cc1	13	-35	-12	-3.5	-1	-34	-2	10	-6	-4	0
O=C(NC1(O)C(=O)c2ccccc2C1=O)c1ccc(C(F)(F)F)cc1	-4	-9	.	-0.2	1	20	1	3	-8	.	16
CCN(c1ccccc1)S(=O)(=O)c1ccc(Cl)c(C(=O)OCC(=O)c2[nH]c(C)c(C(C)=O)c2C)c1	-22	2	-10	5.4	0	24	9	4	5	3	4
COCCNC(=S)N1CCc2cc(OC)c(OC)cc2C1COc1ccc(F)cc1 (stereo unspecified)	12	22	6	-0.4	0	17	-11	9	-14	4	20
COc1ccc(OC)c(-c2nc(C(=O)NCC3CCCO3)cc3c2[nH]c2ccccc23)c1 (stereo unspecified)	11	25	19	1.2	1	20	5	-1	-32	-2	18
CC12COC3(C(=O)Nc4ccc(F)cc4)CC1CCC32C (stereo unspecified)	-6	9	-4	2.2	-4	22	1	-20	1	2	27
Cc1ccc(NC(=O)c2ccc(CN3CC(=O)N4CCCCC4C3=O)cc2)c(C)c1 (stereo unspecified)	19	-7	.	-0.1	2	8	-3	-6	-8	3	-1
COc1ccc(CCNC(=O)CCCn2ncn3c(cc4occc43)c2=O)c(OC)c1	4	-10	-4	-0.5	-4	-7	-12	19	-24	0	-23
Cn1cnnc1SCCC(=O)Nc1ccc(Cl)cc1	-13	-55	-8	0.6	1	1	-1	-3	-22	-9	12
COc1ccc(CNC(=O)C(C)N2C(=O)COc3ccc(C)cc32)c(OC)c1 (stereo unspecified)	-3	-3	6	0.3	2	10	-1	-8	-3	-1	10
O=C(Cn1nc(-c2ccc(Cl)cc2)c2ccccc2c1=O)NN1CCOCC1	7	12	.	0.0	-2	13	-7	1	5	.	-11
CC/C(=N\NC(=O)c1c(-c2ccccc2)noc1C)c1ccc(C)o1	-5	-2	4	-0.2	-2	8	11	3	-1	2	3
CC(C)C(NC(=O)c1ccc(Cl)cc1)C(=O)O (stereo unspecified)	-6	-9	10	-1.7	2	3	-17	7	-37	12	5
CCCCC(=O)NCCNc1nc2c(c(=O)n(C)c(=O)n2C)n1Cc1ccccc1	18	5	2	0.3	-1	6	4	6	-23	8	-12
COc1cc(C(=O)Nc2nnc(C)s2)cc(OC)c1OC	6	1	.	1.0	-1	-2	-1	-19	18	6	15
CCCCn1nnnc1C(c1cccc(OC)c1OC)N1CCN(C/C=C/c2ccccc2)CC1 (stereo unspecified)	11	-4	.	-1.3	.	-12	3	-4	-5	.	12
O=C(O)c1[nH]c2ccccc2c1NS(=O)(=O)c1ccc(F)cc1	-7	3	23	-0.1	-2	10	5	-2	-16	-11	-25
CCOC(=O)CSc1nc2ccc(Nc3nc(N4CCOCC4)nc(N4CCOCC4)n3)cc2s1	-13	-7	-3	-1.3	-3	27	-5	-13	10	-3	-10
CCN(CC)c1ccc(C(=O)NNC(=O)C2CCN(c3ncnc4sc(C)c(C)c34)CC2)cc1	23	24	.	-0.9	.	8	15	-21	-3	-8	-4
CCCCCCCCNS(=O)(=O)CCNCCc1ccccc1	9	27	11	-1.2	.	-3	-19	-3	27	-1	6
CC12CCC(C(=O)N(CCCN3CCN(Cc4ccccc4)CC3)C1=O)C2(C)C (stereo unspecified)	6	17	-7	4.6	2	13	8	-11	-14	-3	21
CCOC(=O)c1ccc(Nc2ccc([N+](=O)[O-])cn2)cc1	10	-41	-16	-1.2	-6	-58	-6	1	0	5	15
CC1=C(C)CC(C(=O)NCc2ccccn2)C(C(=O)O)C1 (stereo unspecified)	17	4	4	1.4	2	18	-17	-7	-6	4	5
O=C(COc1ccccc1)N=C1SC2CS(=O)(=O)CC2N1CCc1ccccc1 (stereo unspecified)	-7	-4	2	-0.7	0	-1	2	1	-11	0	-7
CN(C)c1cccc(C(=O)NCc2ccc3c(c2)OCO3)c1	-10	-53	-14	-0.5	7	-61	-5	10	-31	-5	-15
CCOC(=O)C(C)N1N=C(/C=C/c2ccc(C)cc2)CCC1=O (stereo unspecified)	-8	8	9	-1.2	3	9	12	4	-14	5	-7
O=C(NC(=S)Nc1ccc(CN2CCOCC2)cc1)c1cccc(F)c1	-11	-136	-14	-0.2	.	-209	-9	-5	-50	-2	18
CSc1cc(C)nc(N(C)C(C)=O)n1	7	11	7	2.1	8	2	-14	-2	20	-2	0
CC(C)Oc1ccc(C(=O)NC2CCS(=O)(=O)C2)cc1 (stereo unspecified)	-5	-3	0	4.3	1	-2	-4	2	-29	7	4
O=C(NCCO)/C(=C\c1ccc([N+](=O)[O-])o1)NC(=O)c1ccccc1	4	-8	16	-0.9	3	0	25	-1	30	-3	6
COc1ccc(N2CCCCn3c2nc2c3c(=O)n(C)c(=O)n2C)cc1	2	4	-1	-1.8	1	18	17	7	2	4	-13
CC(C)(C)S(=O)(=O)N1Cc2cc(=O)n(Cc3ccccc3)c(CCO)c2[C@H]1CCO	0	-4	-1	1.1	.	8	-9	16	-5	3	3
Cc1cc(NC(=O)CCC(=O)N(c2ccccc2)C(C(=O)NC2CCCC2)c2ccccc2F)no1 (stereo unspecified)	7	20	6	-0.1	1	18	8	-2	2	-2	12
COc1ccc(/C=N/Nc2ccc(C(F)(F)F)cc2[N+](=O)[O-])cc1O	-3	-6	-16	-0.9	2	-27	7	2	1	7	-11
COC(=O)C1=C(C)N(C)C(=S)NC1c1c(OC)ccc2ccccc12 (stereo unspecified)	-12	18	8	0.1	2	17	-2	-7	-10	2	-3
CCN1/C(=C/c2cccc[n+]2C)Sc2ccc(OC)cc21	73	22	25	-0.7	-2	9	54*	3	-17	8	-42
Cc1ccc(CNC(=O)CN2CCC(C(N)=O)CC2)cc1	-10	5	0	-0.3	1	25	5	1	1	7	3
O=C(N/N=C/c1cccc2ccccc12)c1ccc(CN2CCOCC2)cc1	12	1	-1	-0.7	-6	-4	-2	-8	-19	8	3
O=C(NCc1ccco1)C1CCN(C(=O)Cc2ccccc2)CC1	8	4	-3	4.8	2	25	-3	5	-16	-1	-1
Cc1ccc(S(=O)(=O)NC[C@H]2O[C@@H](n3ccc(N)nc3=O)[C@H](O)[C@@H]2O)s1	2	13	.	5.9	.	8	-1	-2	3	4	21
CC(C)(C)c1ccc(C(=O)NNC(=S)NC(=O)c2cccnc2)cc1	64	-125	-15	-0.2	1	-64	0	-1	-22	9	7
